OXTR potentiate: potentiators of human oxytocin receptor | P30559 | CHO-OTR cells, Fluo-8 calcium fluorescence, potentiator mode; 0% = oxytocin EC15, 100% = EC100 | activation, % at 3 µM | 320,000 compounds, 0.061% hits | AID 2445;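 active = activation above that plate's cutoff, the mean activation of tested compounds plus 3 SD, cut at about 6.6% in these data, passing the limit was not always enough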;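 note: 100% uses oxytocin at 75 nM as the full agonist control; some results filed as inactive read as strong as hits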
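Material: human OTR in CHO cells. Compound: 3.0 µM, one dose. Timing: compound 6 min at room temperature before oxytocin, 100 s read. Evaluation: % activation of max/min ratio relative to oxytocin controls. Replication: single well per compound, singlicate. Signal: Fluo-8 calcium dye fluorescence.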
TAAR1 antag: human TAAR1 antagonism; Q96RJ0; CHO RD-HGA16 TAAR1, Fluo-8 calcium fluorescence, antagonist; inhibition, % at 3 µM; 360,000 compounds, 1.5% hits; AID 624466;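 active = inhibition above a per-plate cutoff, the mean inhibition of test compounds on that plate plus 3 SD, cut at about 49% in these data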;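 note: 0% = DMSO plus EC80 beta-PEA response and 100% = DMSO alone without agonist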
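Test system – hTAAR1-expressing CHO RD-HGA16 cells, Gα16-coupled · Reagent – β-PEA at EC80 concentration, post-compound challenge · Compound dosing – 3 µM, single point · Timing – 140 s kinetic read after compound, 140 s after agonist · Detection – Fluo-8 intracellular calcium dye fluorescence, real-time kinetic reads · Control set – DMSO and EC80 PEA controls · Repeats – n of 1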
M1 ag: activates human CHRM1 receptor | P11229 | CHO-K1 hM1, Fluo-8 calcium fluorescence, agonist mode; 0% DMSO, 100% acetylcholine EC100 | activation, % at 3 µM | 360,000 compounds, 0.33% hits | AID 588814;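 active = activation above the run's mean compound activation plus 3 SD, cut at about 16% in these data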;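 note: peak over basal fluorescence ratio within a 140 s kinetic read after compound addition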
Target sequence (P11229 whole entry, looked up): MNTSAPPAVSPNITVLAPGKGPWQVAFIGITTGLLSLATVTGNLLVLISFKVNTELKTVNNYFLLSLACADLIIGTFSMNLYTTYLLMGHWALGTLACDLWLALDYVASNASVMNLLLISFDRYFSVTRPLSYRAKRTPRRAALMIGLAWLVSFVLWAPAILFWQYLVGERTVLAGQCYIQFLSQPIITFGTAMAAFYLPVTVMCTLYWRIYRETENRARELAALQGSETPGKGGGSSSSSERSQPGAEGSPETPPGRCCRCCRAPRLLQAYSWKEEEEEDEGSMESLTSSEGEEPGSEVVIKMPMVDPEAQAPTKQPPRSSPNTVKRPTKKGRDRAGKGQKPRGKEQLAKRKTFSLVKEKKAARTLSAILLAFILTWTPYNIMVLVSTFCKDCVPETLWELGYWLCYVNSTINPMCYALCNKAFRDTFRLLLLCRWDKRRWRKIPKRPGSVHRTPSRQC
CHO parental Ca: counter-screen: ATP calcium response change in parental CHO cells; parental CHO-K1, ATP-induced calcium, Fluo-8 fluorescence; 330,000 compounds, 0.63% hits; inhibition, % at 5.6 µM;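 active = inhibition above that plate's mean sample inhibition plus 3 SD, cut at about 26% in these data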;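 note: 0% = ATP-challenged DMSO wells and 100% = DMSO wells without ATP; some compounds past the cut are filed as inactive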
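Assay system: untransfected parental CHO cell line. Also added: ATP agonist challenge. Dosing: one dose, 5.6 µM nominal. Measured by: Fluo-8 fluorescence. Read-out: % inhibition. Benchmarks: ATP wells versus no-ATP DMSO wells. Repeats: no replicates.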
V1aR counter: activates human V1a receptor in oxytocin agonist counter-screen | P37288 | activation, % at 3 µM | AID 2797 | CHO-V1R cells, Fluo-8 calcium fluorescence, agonist mode; 0% DMSO, 100% 3 nM vasopressin | 320,000 compounds, 0.25% hits;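 active = activation above the mean activation of all tested compounds plus 3 SD, per screening run, cut at about 20% in these data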;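 note: signal is peak over basal fluorescence ratio across a 100 second FLIPR read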
Target sequence (P37288 whole entry, looked up): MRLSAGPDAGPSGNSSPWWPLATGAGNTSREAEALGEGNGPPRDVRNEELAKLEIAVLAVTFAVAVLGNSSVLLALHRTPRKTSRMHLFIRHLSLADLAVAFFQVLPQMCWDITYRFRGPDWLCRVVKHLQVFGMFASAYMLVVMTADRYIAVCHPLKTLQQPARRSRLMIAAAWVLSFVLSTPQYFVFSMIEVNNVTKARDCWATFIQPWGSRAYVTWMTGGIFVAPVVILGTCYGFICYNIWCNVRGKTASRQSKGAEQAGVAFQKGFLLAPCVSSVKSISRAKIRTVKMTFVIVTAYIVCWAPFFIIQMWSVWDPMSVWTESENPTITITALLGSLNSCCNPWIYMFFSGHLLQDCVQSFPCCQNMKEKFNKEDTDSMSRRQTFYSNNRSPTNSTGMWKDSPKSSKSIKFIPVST
CHRM1 antagonist: blocks human M1 muscarinic receptor; CHO-K1 hM1, Fluo-8 calcium fluorescence, ACh EC80 antagonist; 360,000 compounds, 1.3% hits; inhibition, % at 3 µM; AID 588852; P11229;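 active = percent inhibition above its own plate's cutoff, namely the mean of that plate's compound wells plus 3 SD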;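 note: peak over basal fluorescence ratio during 140 s after agonist addition; 0% = ACh EC80 plus DMSO and 100% = DMSO alone without agonist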
CHRM1 PAM: human CHRM1 positive allosteric modulation. CHO-K1 hM1, Fluo-8 calcium fluorescence, ACh EC20; 0% = ACh EC20, 100% = maximal ACh. 360,000 compounds, 0.088% hits. activation, % at 3 µM; in the data active = activation above about 19%, passing the limit was not always enough
TAAR1 ag: agonists of human TAAR1. Q96RJ0. CHO RD-HGA16 TAAR1, Fluo-8 calcium fluorescence; vehicle wells 0%, saturating PEA agonist 100%. activation, % at 3 µM. 360,000 compounds, 0.99% hits. AID 624467;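 active = activation above the mean activation of all test compounds in the run plus 3 SD, cut at about 38% in these data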
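Test system: RD-HGA16 (CHO) cells co-expressing Gα16 and hTAAR1; dosing: one-point dosing at 3 µM (nominal); timing: 17-24 h seeding, 75 min 37 °C dye, 30 min RT; signal: kinetic Fluo-8 calcium fluorescence; read-out basis: % activation relative to PEA EC100 response; controls: DMSO and PEA EC100; replicates: n 1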
OXTR agonist: human OXTR agonism. 320,000 compounds, 0.32% hits. AID 2435. activation, % at 3 µM. P30559. CHO-OTR cells, Fluo-8 calcium fluorescence; normalized: DMSO 0%, oxytocin 100%;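 active = activation above the mean of all tested compounds plus 3 SD, cutoff set per screening run, cut at about 20% in these data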;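 note: peak over basal fluorescence ratio from a 100 s FLIPR kinetic read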
* = called active by the depositor; · = no result given; & = joins results of further samples; ! = not confirmed by another sample. This is a subset; rates above refer to the full screens.

SMILES	OXTR potentiate	TAAR1 antag	M1 ag	CHO parental Ca	V1aR counter	CHRM1 antagonist	CHRM1 PAM	TAAR1 ag	OXTR agonist
CCCc1c(C)nc(-c2ccc(C)cc2)nc1OC(=O)N(C)C	0.8	-32.6	-5.5	-0.5	-2.2	-2.5	13.3	4.6	-3.1
Oc1ccc(C(=C(Cl)Cl)c2ccc(O)cc2)cc1	-12.1	·	·	-1.8	1.9	·	·	·	3.5
O=C1C=Cc2ccccc2C1=O	0.0	·	·	-1.0	3.0	·	·	·	0.4
O=C(c1ccc(N2CC3CC(C2)c2cccc(=O)n2C3)c([N+](=O)[O-])c1)N1CCCC1 (stereo not given)	5.4	-17.0	-0.3	-8.6	0.9	-6.7	2.9	0.6	-0.2
CCOc1cc(C2NCc3ccccc3-n3cccc32)ccc1O (stereo not given)	-10.1	-2.5	-0.3	-13.6	7.1	-3.0	-2.1	11.6	7.0
NC(Cc1ccccc1)c1nc2ccccc2[nH]1 (stereo not given)	2.8	-11.8	-4.5	-2.2	0.3	1.1	0.8	1.9	0.5
COc1ccc(CNCCc2ccc(Cl)cc2Cl)cc1	-2.0	-1.8	-4.7	-6.6	0.1	-12.3	6.7	5.2	-0.3
C[N+](C)(C)CC(=O)O	0.7	-13.2	-0.5	-5.0	1.1	-36.9	4.9	1.9	1.6
O=C1NC(=O)C(=Cc2coc3ccc(O)cc3c2=O)C(=O)N1	-3.1	9.0	-1.4	-6.2	0.4	-17.6	11.1	-1.2	0.5
CC(=O)c1ccccc1NC(=O)C1C2CCC(O2)C1C(=O)O (stereo not given)	-3.0	·	·	-1.9	0.2	·	·	·	0.7
O=C(CCCn1c(=O)[nH]c2cc(Cl)ccc2c1=O)N1CCC2(CC1)OCCO2	-3.7	2.4	-6.2	-6.7	2.1	-3.6	7.5	2.9	1.1
CCC(CC)N1CCN(Cc2nc3ccccc3c(=O)n2-c2ccc(F)cc2)CC1	-0.9	9.4	-6.2	-6.4	0.3	9.2	-3.3	-0.8	0.1
C=C(C)CN1CC[C@]23c4c5ccc(O)c4O[C@H]2c2[nH]c4ccccc4c2C[C@@]3(O)C1C5	-1.3	·	·	-9.9	1.4	·	·	·	0.9
O=C(CN1CCCC1)Nc1ccc(Cl)cc1C(=O)c1ccccc1	2.0	-4.0	-5.4	-27.2	-1.4	4.3	-2.2	3.1	-2.7
CC(=O)OC1(Cc2ccccc2)CN2CCC1c1ccccc12 (stereo not given)	-13.1	-9.0	-5.9	-14.1	-0.1	-2.2	-0.6	5.6	-0.8
Cc1cccc(N2C(=O)NC(=O)/C(=C\c3cc(C)n(-c4sc5c(c4C#N)CCCC5)c3C)C2=O)c1C	-10.6	9.4	-8.6	-6.1	2.6	-1.5	-7.0	4.9	-1.5
C=C[C@@H]1C[C@@]1(C)[C@@H](NP(=O)(c1ccccc1)c1ccccc1)c1ccccc1	4.7	18.2	-2.2	-31.1	-0.6	-9.1	5.7	6.0	-2.6
COc1ccc(CC(=O)C2C(=O)N(C)c3ccccc32)cc1OC (stereo not given)	·	-9.5	0.2	·	·	-18.9	13.5	3.8	·
Cc1ccc2c(c1)C1CN(C)CCC1N2C(=O)Nc1cccc(C(F)(F)F)c1 (stereo not given)	-9.9	4.8	0.8	-0.5	8.5	-17.1	2.0	33.1	17.3
COC(=O)C(NC(=S)N1CC2C[C@@H](C1)Cn1c2cccc1=O)C(C)C (stereo not given in full)	·	1.8	0.9	·	·	-7.5	8.4	0.4	·
CCc1cc(=O)oc2cc(OCC(=O)N3C[C@H]4C[C@@H](C3)c3cccc(=O)n3C4)c(Cl)cc12	2.4	4.4	-5.9	-15.1	0.8	-13.2	9.8	1.0	-0.4
Cc1ccc(N)c(C(=O)c2ccc(Br)cc2)c1	-13.6	5.5	-11.9	-12.5	-0.9	-4.1	4.0	3.0	-1.7
Nc1ccc(S(=O)(=O)N2CC3CC(C2)c2cccc(=O)n2C3)cc1 (stereo not given)	7.7	10.9	2.4	-1.2	0.9	-15.1	12.0	-0.5	0.3
COc1ccc(/C=C/C(=O)NC(=S)N2C[C@H]3C[C@H](C2)c2cccc(=O)n2C3)cc1	1.6	-19.5	-8.4	-14.1	-0.8	-14.0	7.9	0.6	0.4
COc1ccc(C(=O)CC(c2ccc3c(c2)OCO3)c2c(O)c3ccccc3oc2=O)cc1OC (stereo not given)	·	-10.7	-2.2	·	·	-7.0	5.7	3.5	·
CCC/C=C(\CCC)C(NP(=O)(c1ccccc1)c1ccccc1)c1ccccc1 (stereo not given)	-8.0	·	·	-37.2	-0.6	·	·	·	0.3
CN1CCC(N(C)Cc2cccnc2)CC1	4.0	-19.4	-5.0	-10.6	0.0	-1.6	1.6	11.3	0.9
CC(=NCc1ccco1)c1c(O)n(-c2ccccc2)c(=O)[nH]c1=O	2.1	6.4	-4.3	4.5	0.7	-10.4	10.6	0.3	0.6
CN(C)CC1CSCCC1(O)c1ccccc1Cl (stereo not given)	-8.4	-21.2	-5.1	-3.7	0.6	9.4	-4.0	1.6	2.8
Cc1ccccc1N1C(=O)NC(=O)/C(=C\c2cc(Br)c(N3CCOCC3)o2)C1=O	-5.3	17.8	-3.0	-0.2	1.7	5.3	-4.5	34.0	2.2
CC1(O)CCC2C3CCC4=CC(=O)CCC4=C3C=CC21C (stereo not given)	·	33.5	4.8	·	·	13.6	-16.8	12.0	·
CCOC(=O)c1ccccc1NC(=O)c1c(O)[nH]c(=O)[nH]c1=O	2.5	0.1	-1.2	-1.3	0.9	-5.9	7.7	5.5	-0.2
ClCCN1CCN(c2ccnc3cc(Cl)ccc23)CC1	-5.2	-17.9	-4.7	-5.4	1.2	-18.9	8.0	12.3	1.0
COc1ccc(CN2C(=O)NC(=O)/C(=C\c3ccco3)C2=O)cc1	-9.2	-1.9	-3.0	-4.6	4.2	-10.0	3.6	6.2	2.8
C[C@H]1OC[C@@H](C[N+](C)(C)C)O1	-7.6	-26.0	121.4*	2.5	0.8	82.9*	-9.5	3.1	4.3
ClC1C(Cl)C(Cl)C(Cl)C(Cl)C1Cl (stereo not given)	3.1&-4.8	-10.3&-12.2	46.6*!	-3.9&-20.9	0.1&-0.1	-15.0&-18.1	-21.2&-11.1	2.0&-1.2	-0.6&-0.2
C[C@]12CCC3C(CC[C@H]4C[C@@H](O)CC[C@]34C)C1C[C@@H](O)[C@H]2O (stereo not given in full)	-5.6	-8.0	0.8	0.2	1.1	-10.8	4.9	5.8	1.7
COc1ccc(-n2c(/C=C/c3ccc(O)c(OC)c3)nc3ccccc3c2=O)cc1	-10.1	59.2*	0.5	-3.7	1.8	3.9	-1.9	6.6	1.8
CCc1ccc(NP(=O)(Oc2ccccc2F)Oc2ccccc2F)cc1	-18.9	27.0	-3.8	-28.4	0.1	2.9	0.2	2.0	-0.7
Cc1ccccc1-n1c(O)c(C(c2ccncc2)c2c(O)n(-c3ccccc3C)c(=O)[nH]c2=O)c(=O)[nH]c1=O	3.4&-9.9	-7.1&3.2	-3.1&-3.3	-1.0&-0.5	-0.3&0.4	-17.2&-9.9	10.0&7.6	0.4&3.3	0.4&0.8
CNC(=O)Oc1ccc(-c2cn3cc(Cl)ccc3n2)cc1	2.3	-16.9	-7.2	-2.0	0.6	-16.9	8.9	-1.1	-0.4
CCCCCn1c(=O)c(C(=O)Nc2ncccc2C)c(O)c2ccccc21	-25.7	10.7	-2.7	-1.2	39.0*	-13.1	8.0	54.1*	53.7*
O=C(C1c2ccccc2C(=O)N2CCc3ccccc3C12)N1CCC2(CC1)OCCO2 (stereo not given)	-8.4	14.7	-5.9	-5.1	-0.2	-6.7	7.6	9.8	0.8
CCCCCn1c(=O)c(C(=O)NCc2ccccc2)c(O)c2ccccc21	-6.6	-25.1	-1.3	-15.3	0.4	-17.5	11.1	-0.6	0.6
Cc1nn(Cc2ccccc2Cl)c(Cl)c1C(=O)OC(C(=O)NC(N)=O)C(C)C (stereo not given)	-4.9	17.2	-8.0	-5.8	-1.1	-7.8	9.0	-2.3	-1.8
O=C(Nc1ccc(F)cc1)N1Cc2ccccc2-n2nncc2C1	·	-11.8	-1.6	·	·	-15.1	6.2	0.3	·
OC1/C(=C/c2ccc(Cl)cc2Cl)N2CCC1CC2 (stereo not given)	-5.3	-20.1	-8.0	-1.3	-1.4	-4.5	2.9	1.2	-2.4
Cc1cccc(C)c1-n1nnnc1C(c1cccc2ccccc12)N1CCC2(CC1)C(=O)NCN2c1ccccc1 (stereo not given)	·	-22.7	-1.5	·	·	6.6	-13.0	1.2	·
CCCNC(=O)Cn1cnc2sc(C(=O)N3CCC4(CC3)OCCO4)c(C)c2c1=O	-0.2	-13.1	-1.2	3.7	-0.3	-11.9	11.1	0.6	0.1
CC(NCc1ccccc1Cl)C(O)c1ccccc1 (stereo not given)	-4.3	-9.7	-4.8	-11.4	0.0	-14.5	1.5	9.2	-0.7
Additional records.
SMILES	OXTR potentiate	TAAR1 antag	M1 ag	CHO parental Ca	V1aR counter	CHRM1 antagonist	CHRM1 PAM	TAAR1 ag	OXTR agonist
Cc1ccc(NC(=O)c2ncn(CCCNCCN3CCOCC3)n2)cc1C	·	-12.6	-0.7	·	·	-7.8	12.6	1.1	·
COC(=O)C(O)(c1ccc(N=Cc2ccccc2O)c(C)c1)C(F)(F)F (stereo not given)	-4.2	0.4	-5.3	2.1	0.7	4.3	1.8	1.0	1.6
COC(=O)C1=C(c2cccc(OCc3ccccc3)c2)C[C@@H]2CC[C@H]1N2C(=O)NCc1ccc(C(C)(C)C)cc1	-7.7	11.0	1.3	-21.8	2.3	-6.0	7.4	3.0	1.3
Cc1cc(N2CCCC2)ccc1C=C(C#N)C#N	-3.7	-8.1	-3.4	5.3	3.9	-0.1	1.4	1.4	0.9
CC1(C)N(O)C2CCCCC2N1O (stereo not given)	-9.6	3.4	-2.0	8.1	0.0	-18.4	1.1	4.8	-0.1

3 of these compounds in another layout:
Under each structure – OXTR potentiate, TAAR1 antag, M1 ag, CHO parental Ca, V1aR counter, CHRM1 antagonist, CHRM1 PAM, TAAR1 ag, OXTR agonist
CC1(C)N(O)C2CCCCC2N1O (stereo not given)
→ -9.6, 3.4, -2.0, 8.1, 0.0, -18.4, 1.1, 4.8, -0.1
COC(=O)C1=C(c2cccc(OCc3ccccc3)c2)C[C@@H]2CC[C@H]1N2C(=O)NCc1ccc(C(C)(C)C)cc1
→ -7.7, 11.0, 1.3, -21.8, 2.3, -6.0, 7.4, 3.0, 1.3
Cc1cc(N2CCCC2)ccc1C=C(C#N)C#N
→ -3.7, -8.1, -3.4, 5.3, 3.9, -0.1, 1.4, 1.4, 0.9

High-throughput results as filed in PubChem BioAssay.
